12-LOX inh = Primary qHTS assay for inhibitors of human arachidonate 12S-lipoxygenase (ALOX12): Round 2; Potency, µM (highest dose often 108 µM), for inactives: at the highest dose activity change, negative = inhibition, most hits filed as inhibitors; hit rate 1.1% among 580,000; purified 12hLO, xylenol orange hydroperoxide absorbance; active = well fitted inhibition curve with a large enough effect; inconclusive = small, poorly fitted or top-dose-only effect, or another doubt; inactive = no such curve, though single readings can be large or run the other way
Target sequence (P18054 whole entry, looked up): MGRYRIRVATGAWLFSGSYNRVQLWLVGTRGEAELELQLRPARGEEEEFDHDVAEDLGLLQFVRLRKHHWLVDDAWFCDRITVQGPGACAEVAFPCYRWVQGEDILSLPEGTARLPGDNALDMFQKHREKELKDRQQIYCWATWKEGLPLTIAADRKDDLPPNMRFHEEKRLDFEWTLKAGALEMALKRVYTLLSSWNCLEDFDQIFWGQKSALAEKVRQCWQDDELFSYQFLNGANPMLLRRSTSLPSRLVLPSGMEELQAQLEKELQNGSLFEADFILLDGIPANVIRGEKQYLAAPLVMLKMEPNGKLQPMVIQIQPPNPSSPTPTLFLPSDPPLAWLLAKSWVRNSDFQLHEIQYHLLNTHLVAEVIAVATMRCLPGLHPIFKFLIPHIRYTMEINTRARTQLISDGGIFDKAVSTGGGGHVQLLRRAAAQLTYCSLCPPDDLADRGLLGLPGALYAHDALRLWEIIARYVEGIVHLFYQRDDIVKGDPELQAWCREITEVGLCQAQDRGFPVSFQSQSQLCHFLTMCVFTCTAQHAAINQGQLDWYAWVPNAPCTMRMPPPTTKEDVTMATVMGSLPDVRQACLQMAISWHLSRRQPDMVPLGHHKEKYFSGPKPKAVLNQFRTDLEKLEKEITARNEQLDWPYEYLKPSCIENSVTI
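Hydroperoxide product was detected by ferrous iron/xylenol orange as the 573 to 405 nm absorbance ratio. Arachidonic acid at 40 uM (final) was turned over for 30 min at room temperature by 150 nM human 12hLO, pH 7.0 Hepes buffer, after 15 min compound preincubation.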
Active calls of the source: *; ? = inconclusive; [ ] = another dose, or the depositor's remark. % is set by controls: 0 for no effect and ±100 for the full control effect; potency is the fitted concentration of half-maximal effect.

SMILES | 12-LOX inh
O=C(Nc1ccccc1)c1ccc(CSc2ccc(C(F)(F)F)cn2)cc1 | 5%
CCc1ccccc1NC(=O)c1cnn2c1NC(C(=O)O)=CC2c1ccccc1OC (stereo not drawn) | ?
O=C(Cc1c[nH]c2ccccc12)OCc1cccc(Cl)c1 | ?
COC(=O)NC(c1ccccc1)c1ccccc1 | 33%[activator]
Cc1csc(NC(=O)c2nc3c(o2)CCN(CC2CC2)CC3)n1 | 51%[activator][176 µM]
Cn1c(=O)[nH]c(=O)c2c1nc(N1CCN(Cc3cccc(Cl)c3)CC1)n2CCCc1ccccc1 | 6%
Cc1noc([C@@H]2CN(CCCc3ccccc3)C[C@H]2CO)n1 | 14%
CC1(c2ccccc2)CCCN(C(=O)c2cc(-c3ccncc3)n[nH]2)C1 (stereo not drawn) | 60%[activator]
COC(=O)N(C)C1CCCc2ccccc21 (stereo not drawn) | 90%[activator][176 µM]
CCOC(=O)C1(C(C)=O)CC(C(=O)c2ccccc2)C(c2ccccc2)C(C(=O)c2ccccc2)C1 (stereo not drawn) | 19%
Cc1cccc(CN2CCN3C(=O)N(Cc4ccc(F)cc4)C[C@H]3C2)n1 | 59%[activator][176 µM]
CCN1CCN(c2oc(-c3ccc(F)cc3)nc2C#N)CC1 | ?
Cc1ccc(S(=O)(=O)N2CCCC(CCC(=O)NC3CCS(=O)(=O)C3)C2)cc1 (stereo not drawn) | 21%
CC(=O)NCCc1ncc(C)n1C1CCCCCC1 | 53%[activator]
O=C(c1ccc2c(c1)OCO2)N1CCn2c(nn(-c3ccc(C(F)(F)F)cc3)c2=O)C1 | 1%[6.33 µM]
COc1cc(Nc2ncnc3c2cnn3-c2ccc(Cl)cc2)cc(OC)c1OC | -15%
O=C(COc1ccccc1)N1CCCC2(C1)Nc1cccnc1NC2=NCc1ccccc1 (stereo not drawn) | 37%[activator]
COc1ccc(C(=O)N2CCC(C(=O)N3CCCCCCNC(=O)CC3)CC2)c(OC)n1 | 28%
CO[C@H]1[C@H](NC(=O)COc2ccccc2)c2ccccc2C12CCNCC2 | 63%[activator]
CCOc1ccc(-c2nc(CS(=O)Cc3cccc(OC)c3)cs2)cc1OC (stereo not drawn) | -23%
CCC(C)NC(=O)N1CCN(Cc2c(C)noc2C)CC1 (stereo not drawn) | 40%[activator]
Cc1ccc2[nH]c(C)c(CC(=O)NC(C)c3ccc(C)o3)c2c1 (stereo not drawn) | -18%
Cc1ccc(-c2cc(C(=O)N3CCN(CC(=O)N4CCOCC4)CC3)c3ccccc3n2)cc1 | 28%
CCOc1ccc2c(n1)CCN(C(=O)NC1CCCCC1)C2 | 7%
Cc1cccc(-c2ocnc2C(=O)Nc2ccc(Cl)cc2)c1 | ?
CS(=O)(=O)N1CCCN(C(=O)Nc2ccccc2F)CCNC(=O)CC1c1ccccc1 (stereo not drawn) | 4%
CCc1noc(-c2cccn3c(CNC(=O)c4ccccn4)nnc23)n1 | 89%[activator]
COc1ccccc1C(=O)N1CCC(c2nc3ccccc3o2)CC1 | 11%
Cc1ccccc1-c1nc2cc(NC(=O)c3ccc4c(c3)OCCO4)ccc2o1 | ?
COc1ccc(NC2CCCN(C(=O)c3ccc(S(N)(=O)=O)cc3)C2)cc1 (stereo not drawn) | 49%[activator]
COc1ccc(C(=O)N2CCCC3(C2)NC(=O)N(Cc2cccc(Cl)c2)C3=O)cc1 (stereo not drawn) | 0%
COc1cccc(-c2ccnc3nc(-c4cccs4)nn23)c1 | 16%
COc1cc2c(cc1OC)C(C[C@H]1CN(C(=O)CCc3ccccc3)CC[C@H]1CC(=O)O)=NCC2 | ?
C[C@H](CO)N1C[C@H](C)[C@@H](CN(C)C(=O)Nc2cccc(F)c2)OCc2cn(nn2)CCCC1=O | 3%
Cn1nc(C(=O)Nc2nc(-c3ccncc3)cs2)c2ccccc2c1=O | -9%
COc1ccc(Cl)cc1NC(=O)Cn1c(-c2ccccc2)nc(C)c(CCO)c1=O | ?
Oc1ccccc1CN1CCNc2cnc(-c3ccccc3)cc2C1 | ?
CC(C)(C)n1nnnc1SCC(=O)N(Cc1cccs1)c1ccc2c(c1)OCCO2 | 22%
CCCN(CC(=O)N(C)Cc1ccsc1)Cc1ccccc1 | 5%
CCCc1cc(=O)oc2cc(OCC(=O)NCc3cccnc3)ccc12 | 7%
O=S(=O)(Nc1nc2ccccc2nc1NCCc1ccccc1)c1ccccc1 | 14%
CC(=O)N1CCN(C(=O)c2cc(C3CC3)nc3ccccc23)CC1 | 19%
CCN(Cc1ccccc1)C(=O)c1cc2c(N3CCCC3)nc(C)cn2n1 | ?
Cc1cc(-n2c(=O)c3sccc3n(CC(=O)NC3CCCCC3)c2=O)ccc1F | 3%
COc1cccc(C(=O)N2CCC(N3C[C@H](O)C[C@H]3C(=O)N3CCc4ccccc4C3)CC2)c1 | 32%
COCCCNC(=O)NC1CCN(C(=O)N2CC3CC(C2)[C@H]2CCCC(=O)N2C3)CC1 (stereo partly drawn) | 10%
OC1(c2nc(Nc3ccc(OC(F)(F)F)cc3)n[nH]2)CCOCC1 | 6%[176 µM]
CC(C)N1CC2CCC(C1)N2Cc1cccc(-c2ccc(F)cc2F)c1 | 6%[6.33 µM]
O=C(Nc1ccccc1)C1CCCN(S(=O)(=O)Cc2ccccc2Cl)C1 (stereo not drawn) | 1%
CCN(CC)c1ccc(C2C3=C(CC(C)(C)CC3=O)Nc3cc4c(cc32)OCO4)cc1 (stereo not drawn) | -11%
COC(=O)C1CN(Cc2cn(Cc3ccc(F)cc3)nn2)CCS(=O)(=O)N1Cc1ccc(Cl)cc1 (stereo not drawn) | -2%
Cc1ccc(-c2nc3ccccc3nc2-c2ccc(C)cc2)cc1 | -33%
CC(NC(=O)Nc1ccc(F)c(Cl)c1)c1ccc(Cl)s1 (stereo not drawn) | ?
O=C(NCc1cccnc1OCC(F)(F)F)c1ccc(Cl)o1 | -25%
COC(=O)C1=C(C)N(C)C(=NCc2cc(OC)c(OC)c(OC)c2)NC1c1ccc(C(F)(F)F)cc1 (stereo not drawn) | -13%
CCc1cc(=O)n(CC(=O)Nc2cccc(Br)c2)c(N2CCOCC2)n1 | 2%
COCCn1ncc(N2CCC(NC(=O)C3CCCCC3)CC2)cc1=O | 23%
O=c1c(S(=O)(=O)c2ccccc2)c[nH]c2cc(F)c(F)cc12 | -26%
CSc1ccc(C)c(C(=O)NC2CCCCC2)c1 | 16%
COc1cccc(-n2cnnc2SCc2csc(CC(=O)Nc3ccc(C)cc3)n2)c1 | ?

Next section:
SMILES | 12-LOX inh
Cc1nc2c(c(-c3ccc(O)cc3)n1)CN(C(=O)Cc1ccccn1)CCC2 | 36%[activator]
Cc1ccc(C)c(-c2cc3c(=O)n(CCNC(=O)c4ccc5c(c4)OCO5)ccn3n2)c1 | 21%
O=C(Nc1cc(F)ccc1F)N1CCC(Oc2ncccc2C(=O)N2CCCCC2)C1 (stereo not drawn) | 61%[activator]
COc1ccc(C(=O)N2[C@@H]3CC[C@H]2CC(NC(=O)c2cnc(C)cn2)C3)cc1F (stereo partly drawn) | 3%
CCOc1ccc(C(=O)N2C[C@@H](CO)[C@H](c3ccncc3)C2)cc1 | 51%[activator]
O=C(CCC(=O)c1cccs1)Nc1ccc(N2CCOCC2)cn1 | ?
Cc1cc(C)c(/C=C/C(=O)O)cc1C | 16%
Cc1ccc(CN(C)C(=O)c2cnc3ccccc3n2)c(C)c1 | 10%
CC(NC(=O)c1ccc(CN2C(=O)NC3(CCOCC3)C2=O)cc1)c1ccccc1 (stereo not drawn) | 7%
CCOc1ccc(NC(=O)CSc2nc3ccccc3nc2N2CCC(C)CC2)cc1 | 54%[activator]
COc1ccc2[nH]c(C(=O)N3C[C@@H](Oc4ccccc4)C[C@H]3C(=O)N3CCCC3)cc2c1 | -20%
CC(C)c1ccc(OCCN)cc1 | 3%
CCn1nc(C)c(-c2cc(C(=O)N3CCC(CCOc4ccccc4OC)C3)no2)c1C (stereo not drawn) | 4%
O=C1CCC(C(=O)OCc2cc(=O)oc3cc(O)ccc23)=NN1 | ?
COc1cccc(S(=O)(=O)N2CCC3(CC2)CC(OCC2CC2)CCO3)c1 (stereo not drawn) | 15%
CN(C)c1ccc2ncc(Nc3ccc(Cl)cn3)n2n1 | 29%[176 µM]
Cc1ccc(-c2cc(N3CCCN(C(=O)c4sccc4C)CC3)n[nH]2)cc1C | 13%
COC(=O)c1cc2occc2n1Cc1cccc(OC)c1 | 26%
Cc1ccc(-c2nc(CS(=O)CC(=O)N(C)C3CCCCC3)cs2)cc1 (stereo not drawn) | ?
Cc1cc2nc3n(c(=O)c2n1CC(=O)Nc1ccc2c(c1)OCO2)CCCC3 | 2%
Cc1cccc(C(=O)N2C[C@@H](Oc3ccccc3)C[C@H]2C(=O)N2CCCC2)c1 | -8%
CN(C)c1cc(N2CCCC(NC(=O)NCc3ccco3)C2)ncn1 (stereo not drawn) | 20%
CCN(CC)CCCNc1oc(/C=C/c2cccs2)nc1C#N | ?
CCCn1cc(-c2ccncc2)cc1C(=O)N1CCN(c2ccccn2)CC1 | 68%[activator]
COc1ccc(CN[C@@H]2CCC[C@@H](C(=O)NCc3cc(F)cc(F)c3)CC(=O)N(C)C2)cc1 | ?
N#Cc1nc(-c2ccccc2F)oc1NCc1ccc(Cl)cc1 | ?
CC(C)CCNc1nc(C(=O)OC(C)C(=O)NC(=O)NC2CC2)cs1 (stereo not drawn) | -27%
Cc1ccc(CNC(=O)N2CCCN(C)c3ccccc32)cc1 | -19%
Cc1cc(C(=O)CSc2nnc(C(C)Oc3ccc(F)cc3)o2)c(C)n1C1CC1 (stereo not drawn) | 20%
Cc1cc(N2CCC(N3CCCC(C(=O)NCCc4ccccc4)C3)CC2)ncn1 (stereo not drawn) | 90%[activator]
NC(=O)c1ccc(CC2CCN(C(=O)C3CCOC3)CC2)cc1 (stereo not drawn) | 58%[activator]
CC(C)(CNC(=O)c1nccnc1N)c1ccc(Br)cc1 | -29%
COCC1CN(Cc2ccc(Cl)c(F)c2)CC12CCNCC2 (stereo not drawn) | 29%
CCOC(=O)NC(CNC(=O)c1cccc(OC)c1)CC(C)C (stereo not drawn) | 7%
COc1cc(C)c(C=CC(C)=CC=CC(C)=CC(=O)O)c(C)c1C | -27%[57.4 µM]
Cc1c(C(=O)NCc2ccco2)cnn1-c1ncc2c(n1)-c1ccccc1CC2 | -4%
Cc1ccc(C)c(/C=C/c2onc(C)c2S(=O)(=O)N2CCCC(C(=O)NC3CCCC3)C2)c1 (stereo not drawn) | ?
C[C@@H](NC(=O)Nc1ccc(Cl)cc1)c1onc(-c2ccccc2)c1C(=O)O | 8%[176 µM]
O=C(NCc1ccccc1)NC(NC(=O)c1cccnc1)(C(F)(F)F)C(F)(F)F | 22%
O=C(C1CCCN1c1nc2ncccc2o1)N1CCN(c2ncccn2)CC1 (stereo not drawn) | 7%
Cc1c(Cl)cccc1N(CC(=O)N1CCc2ccccc2C1)S(C)(=O)=O | 10%
C[C@@H]1C=CCCO[C@]12C(=O)N(Cc1ccc(Br)cc1)c1cccc(Br)c12 | 8%
Cc1ncc2c(c1CNS(=O)(=O)N(C)C)CCN(C(=O)/C=C/c1ccccc1F)C2 | -5%
CCSc1nc(-c2ccccc2Cl)nc2c1Cc1c(CO)cnc(C)c1O2 | ?
CC(C)CCN1C[C@H]2[C@H](C1)[S+](=O)([O-])C(C)(C)C(=O)N2Cc1ccc(O)cc1 | 15%[176 µM]
COCCOC(=O)/C(C#N)=C/c1ccc(O)c(I)c1 | ?
CC(=O)c1ccccc1-c1ccc2c(c1)CC(CNC(=O)C[C@@H]1C[C@@H](C)NC(=S)N1)O2 (stereo partly drawn) | ?
CN(C)c1oc(-c2ccco2)nc1S(=O)(=O)c1ccc2c(c1)OCCO2 | ?
COc1ccc(S(=O)(=O)Oc2ccc3c(c2)O/C(=C\c2cc(OC)c(OC)cc2OC)C3=O)cc1 | 0%
CCNC(=O)NC(=O)CN(C)Cc1cccc(C#N)c1 | 30%
CN(C(=O)NCc1ccccc1)C1CCc2nn(CC3CC3)c(=O)n2CC1 (stereo not drawn) | 61%[activator]
COCCNC(=O)C(NC(=O)CC(C)C)C1CCN(C(=O)c2ccc3c(c2)OCO3)CC1 (stereo not drawn) | 21%

Not all compounds are listed; rates above refer to the full screens.
